APJ ag: activates the human apelin receptor APJ. P35414. activation, % at 20 µM. CHO-K1 APJ PathHunter beta-arrestin, luminescence; 0% DMSO wells, 100% apelin. hit rate 0.11% among 330,000. AID 2520;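 active = activation more than six SD over the plate average, tested at 20 µM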;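 also: 0% = DMSO alone and 100% = apelin-13 at 10 nM; some results filed as inactive read as strong as hits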
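Assay system: CHO-K1 cells stably expressing ProLink-tagged human APJ and arrestin–beta-gal acceptor. Compound dosing: 20 µM single point, 1% DMSO. Times: 16-18 h seeding, 90 min dark compound exposure, 60 min detection. Detection: beta-gal luminescence. Evaluation: APJ–arrestin association signal. Controls: negative DMSO alone, positive Apelin-13 at 10 nM.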
ATG4B inhibitor: ATG4B (human) cysteine protease inhibition; Q9Y4P1; ATG4B cleavage of LC3-PLA2, NBD-HPC fluorescence, 1 h; inhibition, % at 8.33 µM; hit rate 0.51% among 340,000; AID 504462; in the data active = inhibition above about 40%
Target sequence (Q9Y4P1 whole entry, looked up): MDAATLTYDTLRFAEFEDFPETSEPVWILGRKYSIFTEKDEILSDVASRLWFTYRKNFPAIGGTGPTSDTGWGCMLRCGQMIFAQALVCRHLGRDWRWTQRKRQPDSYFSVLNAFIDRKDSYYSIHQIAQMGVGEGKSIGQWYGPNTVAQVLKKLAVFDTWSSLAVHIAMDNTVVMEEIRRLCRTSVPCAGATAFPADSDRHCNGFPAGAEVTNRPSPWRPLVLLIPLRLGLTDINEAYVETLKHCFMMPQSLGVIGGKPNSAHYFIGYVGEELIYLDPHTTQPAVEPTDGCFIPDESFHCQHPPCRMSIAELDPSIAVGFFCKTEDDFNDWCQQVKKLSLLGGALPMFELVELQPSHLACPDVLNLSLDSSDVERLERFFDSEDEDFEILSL
CXCR6 inh: blocks human CXCR6 beta-arrestin recruitment. CHO-K1 PathHunter CXCR6 beta-arrestin, luminescence. inhibition, % at 20 µM. O00574. AID 602244. hit rate 0.36% among 360,000; in the data active = inhibition above about 34%, passing the limit was not always enough;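 also: antagonist mode with CXCL16 agonist at 10 nM final; 0% = 10 nM CXCL16 with DMSO and 100% = unstimulated wells without agonist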
Target sequence (O00574 whole entry, looked up): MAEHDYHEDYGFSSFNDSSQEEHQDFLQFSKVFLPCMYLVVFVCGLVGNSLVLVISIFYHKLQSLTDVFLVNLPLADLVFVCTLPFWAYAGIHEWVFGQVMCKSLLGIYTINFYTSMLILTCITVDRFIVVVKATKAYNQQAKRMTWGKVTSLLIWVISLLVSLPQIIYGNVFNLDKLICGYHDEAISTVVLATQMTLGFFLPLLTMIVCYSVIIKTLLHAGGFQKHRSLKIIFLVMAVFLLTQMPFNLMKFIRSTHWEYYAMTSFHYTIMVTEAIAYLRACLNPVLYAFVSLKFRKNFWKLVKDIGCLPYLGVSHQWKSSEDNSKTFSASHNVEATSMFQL
Gli-Sufu block: Gli-Sufu pathway antagonism | hit rate 0.74% among 340,000 | inhibition, % at 5 µM | Sufu-KO-LIGHT fibroblasts, Gli luciferase reporter luminescence;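 active = inhibition above about 55%, limit read from the data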;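 also: 0% = DMSO-treated cells and 100% = wells with medium but no cells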
APJ antag: APJ receptor antagonism | hit rate 0.32% among 330,000 | CHO-K1 APJ beta-arrestin complementation, luminescence | AID 2521 | P35414 | inhibition, % at 20 µM;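 active = inhibition above about 40% at 20 µM, limit read from the data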;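 also: cells challenged with 10 nM apelin-13 agonist together with compound; plate controls were apelin-13 plus DMSO wells for no effect and DMSO wells lacking apelin-13 for full effect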
EBI2 antag: blocks human EBI2 receptor beta-arrestin signaling; inhibition, % at 5 µM; EBI2 beta-arrestin recruitment, luminescence, 7a,25-OHC stimulated; AID 651636; hit rate 0.81% among 360,000; P32249; in the data active = inhibition above about 38%;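 also: enzyme fragment complementation signal reports receptor beta-arrestin coupling in cells; 0% = agonist plus DMSO wells and 100% = wells without agonist; some results beyond the cut were filed as inactive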
UBC13 polyUb: inhibitors of human UBC13 polyubiquitin chain formation | hit rate 0.47% among 330,000 | P61088 | inhibition, % at 20 µM | AID 485273 | TR-FRET; in the data active = inhibition above about 45%, passing the limit was not always enough; inconclusive = no clear call, values can overlap the other calls
Target sequence (P61088 whole entry, looked up): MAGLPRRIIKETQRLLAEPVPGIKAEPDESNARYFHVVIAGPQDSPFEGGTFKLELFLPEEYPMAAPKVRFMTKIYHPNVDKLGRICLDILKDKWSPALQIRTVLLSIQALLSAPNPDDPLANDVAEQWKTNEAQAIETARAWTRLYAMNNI
CCR6 antag: CCR6 (human) receptor antagonism; P51684; CHO-K1 CCR6 PathHunter beta-arrestin, luminescence, CCL20-stimulated; inhibition, % at 20 µM; hit rate 0.49% among 340,000; AID 493098;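 active = compounds whose inhibition of the agonist-driven luminescence signal at 20 µM reaches about 50%, limit read from the data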;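 also: cells stimulated with CCL20 at 14 nM final; plate controls were DMSO with CCL20 for no effect and DMSO without agonist for full effect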
Numbers without * were called inactive.

How did CCC(=O)Nc1nnc(CSCc2ccccc2)s1 do in these assays?
APJ ag: -2; ATG4B inhibitor: 5; CXCR6 inh: 4; Gli-Sufu block: -8; APJ antag: -4; EBI2 antag: -4; UBC13 polyUb: 4; CCR6 antag: 16

What do the screens show for `CCC(C)NC(=O)c1ccccc1C(=O)NC(C)CC` (centres undefined)?
APJ ag: 0; ATG4B inhibitor: -5; CXCR6 inh: -6; Gli-Sufu block: 4; APJ antag: -12; EBI2 antag: -3; UBC13 polyUb: -2; CCR6 antag: -4

How did O=C1c2cccnc2C(=O)N1C1CCCCC1 do in these assays?
APJ ag: -5; ATG4B inhibitor: 7; CXCR6 inh: 1; Gli-Sufu block: 4; APJ antag: -10; EBI2 antag: -6; UBC13 polyUb: 4; CCR6 antag: -9

How did CCOc1cccc(NC(=O)CC#N)c1 do in these assays?
APJ ag: -2; ATG4B inhibitor: -1; CXCR6 inh: 3; Gli-Sufu block: -7; APJ antag: 2; EBI2 antag: -5; UBC13 polyUb: 0; CCR6 antag: -5

Results for CC(C)OCCCNc1ccc(N2C(=O)CCCC2=O)cc1[N+](=O)[O-] ?
APJ ag: -5; ATG4B inhibitor: -1; CXCR6 inh: 9; Gli-Sufu block: 1; APJ antag: 3; EBI2 antag: -4; UBC13 polyUb: -34; CCR6 antag: 21

Results for CS(=O)(=O)NCc1nnc(SCc2ccccc2C(F)(F)F)o1 ?
APJ ag: -6; ATG4B inhibitor: 4; CXCR6 inh: -1; Gli-Sufu block: 1; APJ antag: -1; EBI2 antag: -8; UBC13 polyUb: 2; CCR6 antag: 2

What do the screens show for `CCC(=O)N(Cc1cc2ccccc2[nH]c1=O)c1ccccc1OC`?
APJ ag: -2; ATG4B inhibitor: 1; CXCR6 inh: 1; Gli-Sufu block: 0; APJ antag: 13; EBI2 antag: -5; UBC13 polyUb: 5; CCR6 antag: 4

How did Cc1ccccc1Nc1nc(N)nc(COC(=O)c2ccccc2)n1 do in these assays?
APJ ag: -1; ATG4B inhibitor: 25; CXCR6 inh: -10; Gli-Sufu block: -5; APJ antag: -3; EBI2 antag: -15; UBC13 polyUb: 4; CCR6 antag: 5

What do the screens show for `Cc1cc(C)n2nc(SCc3nnc(-c4ccccc4Br)o3)nc2n1`?
APJ ag: -2; ATG4B inhibitor: -3; CXCR6 inh: -1; Gli-Sufu block: 0; APJ antag: -1; EBI2 antag: -7; UBC13 polyUb: 16; CCR6 antag: -1

Results for Cc1ccc(S(=O)(=O)N2CCOC2CNC(=O)C(=O)NCCN2CCOCC2)cc1 (centres undefined) ?
APJ ag: 5; ATG4B inhibitor: 0; CXCR6 inh: -9; Gli-Sufu block: -14; APJ antag: -9; EBI2 antag: 7; UBC13 polyUb: 7; CCR6 antag: 1

What do the screens show for `CC(=O)Nc1ccc(NC(=O)c2ccc([N+](=O)[O-])cc2Cl)cc1`?
APJ ag: 3; ATG4B inhibitor: -1; CXCR6 inh: -14; Gli-Sufu block: -3; APJ antag: -4; EBI2 antag: -26; UBC13 polyUb: -4; CCR6 antag: 8

What do the screens show for `COc1ccc(C(=O)Nc2ncc3c(n2)-c2ccccc2CC3)cc1`?
APJ ag: -1; ATG4B inhibitor: -10; CXCR6 inh: 6; Gli-Sufu block: -3; APJ antag: 3; EBI2 antag: 5; UBC13 polyUb: -20; CCR6 antag: 1

How did CCOC(=O)C1CCCN(C(=O)c2cc(S(=O)(=O)N(C)C)ccc2N2CCCC2)C1 (centres undefined) do in these assays?
APJ ag: 2; ATG4B inhibitor: -6; CXCR6 inh: -7; Gli-Sufu block: 4; APJ antag: -25; EBI2 antag: 1; UBC13 polyUb: -2; CCR6 antag: 16

How did CC(C(=O)Nc1ccc2c(c1)OCCO2)N1CCN(C(=O)c2ccco2)CC1 (centres undefined) do in these assays?
APJ ag: -2; ATG4B inhibitor: 5; CXCR6 inh: -3; Gli-Sufu block: 0; APJ antag: 5; EBI2 antag: -3; UBC13 polyUb: inconclusive; CCR6 antag: -1

How did COc1ccccc1NC(=O)Cn1cncc1-c1ccc([N+](=O)[O-])cc1 do in these assays?
APJ ag: 2; ATG4B inhibitor: 6; CXCR6 inh: -5; Gli-Sufu block: 4; APJ antag: -7; EBI2 antag: 6; UBC13 polyUb: 28; CCR6 antag: 15

How did CC(Cc1ccccc1)C(=O)Nc1ccc(Br)cc1 (centres undefined) do in these assays?
APJ ag: -3; ATG4B inhibitor: -6; CXCR6 inh: -2; Gli-Sufu block: -13; APJ antag: -11; EBI2 antag: 12; UBC13 polyUb: 0; CCR6 antag: 14

Results for Cc1cc(NC(=O)CN2CCN(c3ccccn3)CC2)ccc1Br ?
APJ ag: -5; ATG4B inhibitor: -3; CXCR6 inh: -7; Gli-Sufu block: -5; APJ antag: 13; EBI2 antag: 12; UBC13 polyUb: 7; CCR6 antag: 14

Results for CCC(C)Cn1c(O)cc2nn(-c3nc4ccccc4s3)c(=O)c-2c1C (centres undefined) ?
APJ ag: -5; ATG4B inhibitor: 10; CXCR6 inh: 11; Gli-Sufu block: 83*; APJ antag: -1; EBI2 antag: -6; UBC13 polyUb: -26; CCR6 antag: 33

How did O=C(O)C1=C(C(=O)O)C2C=CC1C2 do in these assays?
ATG4B inhibitor: 1; CXCR6 inh: -3; Gli-Sufu block: -2; EBI2 antag: 2; CCR6 antag: 14

What do the screens show for `O=C(CN(C(=O)c1csnn1)c1ccc(Br)cc1)NC1CCCCC1`?
APJ ag: -7; ATG4B inhibitor: -9; CXCR6 inh: 15; Gli-Sufu block: -7; APJ antag: 5; EBI2 antag: 9; UBC13 polyUb: 1; CCR6 antag: 14

What do the screens show for `COc1ccc(N2C(=O)CSC23CCCCC3)cc1`?
APJ ag: -2; ATG4B inhibitor: 1; CXCR6 inh: -1; Gli-Sufu block: -2; APJ antag: 6; EBI2 antag: 16; UBC13 polyUb: 0; CCR6 antag: 0

Results for Cc1nn2c(C(F)(F)F)c3c(nc2c1-c1ccccc1)CCC3 ?
APJ ag: -2; ATG4B inhibitor: -8; CXCR6 inh: 3; Gli-Sufu block: -8; APJ antag: -4; EBI2 antag: -7; UBC13 polyUb: -1; CCR6 antag: 24

How did C[C@H](O)[C@@H]1C(=O)N2CCc3ccc(-c4ccccc4)cc3[C@@H]2C[C@@H]1N(C)C(=O)c1ccc(C#N)cc1 do in these assays?
ATG4B inhibitor: -16; CXCR6 inh: -3; Gli-Sufu block: 4; EBI2 antag: 7; CCR6 antag: 19

What do the screens show for `CCOC(=O)c1c(C)n(C)c2ccc(OC)c(NC(=O)CN3CCC(C(=O)OCC)CC3)c12`?
APJ ag: -5; ATG4B inhibitor: -3; CXCR6 inh: -1; Gli-Sufu block: 3; APJ antag: -3; EBI2 antag: -12; UBC13 polyUb: 11; CCR6 antag: 1

What do the screens show for `COCCC(=O)N1CCC(Oc2ccc(C(=O)N3C[C@@H](C)O[C@@H](C)C3)cc2)CC1`?
APJ ag: 2; ATG4B inhibitor: 1; CXCR6 inh: 2; Gli-Sufu block: 17; APJ antag: 3; EBI2 antag: -3; UBC13 polyUb: -1; CCR6 antag: -4

What do the screens show for `Cc1ccc(NC(=O)COC(=O)Cc2csc(-c3cccc(F)c3)n2)cc1C`?
APJ ag: -3; ATG4B inhibitor: -1; CXCR6 inh: -5; Gli-Sufu block: -4; APJ antag: 8; EBI2 antag: -5; UBC13 polyUb: 19; CCR6 antag: 8

Results for CC(C)CN(Cc1cc(=O)oc2cc(-c3ccccc3)c(O)cc12)CC(C)C ?
APJ ag: 19*; ATG4B inhibitor: 14; CXCR6 inh: -11; Gli-Sufu block: -8; APJ antag: -33; EBI2 antag: -40; UBC13 polyUb: -7; CCR6 antag: -24

How did O=C(Cc1c(F)cccc1Cl)Nc1ccc(S(=O)(=O)N2CCOCC2)cc1 do in these assays?
APJ ag: -1; ATG4B inhibitor: 0; CXCR6 inh: -8; Gli-Sufu block: 0; APJ antag: -13; EBI2 antag: -11; UBC13 polyUb: 17; CCR6 antag: 13

Results for Cc1ccc(C(=O)Cc2cc3ccccc3oc2=O)c(C)c1 ?
APJ ag: -1; ATG4B inhibitor: 12; CXCR6 inh: -7; Gli-Sufu block: -83; APJ antag: 4; EBI2 antag: 8; UBC13 polyUb: 3; CCR6 antag: 3

Results for Cc1oc(-c2ccccc2)nc1C(=O)OCC(=O)NC(=O)NCC(C)C ?
APJ ag: -1; ATG4B inhibitor: 1; CXCR6 inh: -3; Gli-Sufu block: 26; APJ antag: 2; EBI2 antag: -11; UBC13 polyUb: -3; CCR6 antag: 8

Results for COC(=O)C1=C(N)c2c(F)cccc2C1(C#N)c1ccc(F)cc1 (centres undefined) ?
APJ ag: -2; ATG4B inhibitor: -5; CXCR6 inh: 3; Gli-Sufu block: -18; APJ antag: 16; EBI2 antag: 11; UBC13 polyUb: 12; CCR6 antag: 13

What do the screens show for `Cc1ccc(C(C(=O)NC2CCCCC2)N(Cc2cccnc2)C(=O)C2COc3ccccc3O2)o1` (centres undefined)?
APJ ag: 0; ATG4B inhibitor: 2; CXCR6 inh: 12; Gli-Sufu block: 13; APJ antag: 9; EBI2 antag: 12; UBC13 polyUb: 0; CCR6 antag: 7

How did Cc1ccc(Nc2nc(-c3sc(NC(=O)c4ccco4)nc3C)cs2)cc1 do in these assays?
APJ ag: -4; ATG4B inhibitor: 8; CXCR6 inh: 3; Gli-Sufu block: -21; APJ antag: 14; EBI2 antag: 19; UBC13 polyUb: -24; CCR6 antag: 4

Results for O=C(Cc1cccs1)N(c1ccc(Br)cc1)C1C=CS(=O)(=O)C1 (centres undefined) ?
APJ ag: -1; ATG4B inhibitor: -4; CXCR6 inh: 3; Gli-Sufu block: 1; APJ antag: -2; EBI2 antag: 5; UBC13 polyUb: -6; CCR6 antag: 8

How did COc1cc2ncnc(NCc3ccco3)c2cc1OC do in these assays?
APJ ag: 0; ATG4B inhibitor: -4; CXCR6 inh: -8; Gli-Sufu block: 18; APJ antag: 19; EBI2 antag: -8; UBC13 polyUb: 5; CCR6 antag: 8

What do the screens show for `COC(=O)CCC(C)C1CCC2C3CCC4CC(O)CCC4(C)C3CC(O)C12C` (centres undefined)?
ATG4B inhibitor: -30; CXCR6 inh: -3; Gli-Sufu block: 7; EBI2 antag: 9; CCR6 antag: -8

How did O=C(CSc1cccc[n+]1[O-])c1cc(Cl)ccc1Cl do in these assays?
APJ ag: -3; ATG4B inhibitor: -11; CXCR6 inh: 5; Gli-Sufu block: 39; APJ antag: 10; EBI2 antag: -15; UBC13 polyUb: -4; CCR6 antag: 4

How did CCOc1cc([N+](=O)[O-])cc(/C=C2/NC(=O)N(Cc3ccccc3F)C2=O)c1O do in these assays?
APJ ag: -5; ATG4B inhibitor: 16; CXCR6 inh: 26; Gli-Sufu block: 16; APJ antag: 38; EBI2 antag: 2; UBC13 polyUb: -88; CCR6 antag: 38

Results for CC1CCC2(CC1)NC(=O)N(Cc1cc(=O)n3ccsc3n1)C2=O (centres undefined) ?
APJ ag: -4; ATG4B inhibitor: 0; Gli-Sufu block: 4; APJ antag: 4; UBC13 polyUb: 8; CCR6 antag: 0

What do the screens show for `O=C(c1cncc(Br)c1)N1CCN(c2ccc(N3CCOCC3)nn2)CC1`?
APJ ag: -2; ATG4B inhibitor: -5; CXCR6 inh: 0; Gli-Sufu block: -2; APJ antag: -37; EBI2 antag: -10; UBC13 polyUb: 10; CCR6 antag: 5

Results for CC(=O)c1cc(C#N)c(N2CCCC2)nc1C ?
APJ ag: -1; ATG4B inhibitor: -2; CXCR6 inh: 3; Gli-Sufu block: 5; APJ antag: 18; EBI2 antag: 9; UBC13 polyUb: -2; CCR6 antag: 1

Screens as filed in PubChem.
